bovine MsrA act: bovine methionine sulfoxide reductase A activation | purified bovine MsrA, absorbance read-out | activation, % at 10.6 µM | 0.3% of 360,000 active; in the data active = activation above about 7.5%;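 also: 0% = vehicle and 100% = reference activator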
E coli Lon inh: inhibits E. coli Lon protease | 0.42% of 360,000 active | P0A9M0 | inhibition, % at 7.94 µM | purified E. coli Lon protease, fluorescence polarization | AID 602123; in the data active = inhibition above about 13%, passing the limit was not always enough;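 also: 0% = enzyme with probe and DMSO and 100% = no enzyme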
Target sequence (P0A9M0 whole entry, looked up): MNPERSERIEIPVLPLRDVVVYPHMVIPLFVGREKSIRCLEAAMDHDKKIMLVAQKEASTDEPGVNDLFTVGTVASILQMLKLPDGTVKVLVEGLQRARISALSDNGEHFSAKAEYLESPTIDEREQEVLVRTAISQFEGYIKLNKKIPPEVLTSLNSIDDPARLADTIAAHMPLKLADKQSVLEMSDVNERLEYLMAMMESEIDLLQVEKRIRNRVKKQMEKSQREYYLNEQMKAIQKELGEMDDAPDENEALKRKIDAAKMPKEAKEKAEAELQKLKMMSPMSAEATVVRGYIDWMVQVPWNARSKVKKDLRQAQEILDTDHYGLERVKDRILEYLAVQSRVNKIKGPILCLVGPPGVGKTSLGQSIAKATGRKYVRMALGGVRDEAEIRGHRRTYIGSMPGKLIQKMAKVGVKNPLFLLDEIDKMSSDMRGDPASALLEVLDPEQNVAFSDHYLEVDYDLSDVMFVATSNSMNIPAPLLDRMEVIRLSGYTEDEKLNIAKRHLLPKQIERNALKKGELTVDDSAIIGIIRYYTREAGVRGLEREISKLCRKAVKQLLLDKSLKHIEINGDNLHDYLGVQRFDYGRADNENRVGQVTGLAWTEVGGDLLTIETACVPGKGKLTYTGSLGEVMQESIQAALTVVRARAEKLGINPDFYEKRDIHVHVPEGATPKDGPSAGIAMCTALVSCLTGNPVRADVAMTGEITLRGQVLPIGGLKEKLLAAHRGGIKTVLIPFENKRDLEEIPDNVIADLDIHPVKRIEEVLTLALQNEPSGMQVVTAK
MT1-MMP act inh: blocks activation of human MT1-MMP; HT1080 RFP-PRO-GFP cells, GFP/RFP ratio fluorescence, overnight; percent of plate control window, DMSO zero; GFP/RFP ratio change, % at 20 µM; 0.061% of 360,000 active; AID 651647;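 active = GFP/RFP ratio change of at least 30% with cell ATP level not reduced by more than half and red fluorescence within 50% of control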; also: strong numbers were not always called active
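Test system: HT1080 RFP-PRO-GFP cells; Benchmarks: DMSO and RFP-L50D-GFP cell wells; Timing: cells overnight before dosing, compound overnight, 37 °C, 5% CO2; Compound: one 20 µM compound dose with 1% DMSO; Read-out: GFP/RFP fluorescence ratio.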
CSN deneddyl inh: CSN deneddylation inhibition. Purified CSN, SCF-Nedd8-OG deneddylation, fluorescence polarization. inhibition, % at 12.5 µM. Q92905. 0.38% of 360,000 active;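 active = pattern-corrected inhibition above about 35%, with an unprinted fluorescence ratio check between 0.5 and 1.5, limit read from the data, passing the limit was not always enough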;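 also: 0% = enzyme with substrate and 100% = substrate without enzyme; some results filed as inactive read as strong as hits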
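assay system = purified human Csn5 enzyme expressed in HEK293T cells | amount = 0.24 nM enzyme | buffer or medium = Tris/NaCl/DTT buffer, pH 7.5 | reagent = 10 nM SCFSkp2-Nedd8OG | compound = one concentration, 12.5 µM, 0.25% DMSO | times = 90 min reaction at room temperature | signal = FP | read-out basis = % inhibition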
MsrA inh: inhibits bovine methionine sulfoxide reductase A | inhibition, % at 15.5 µM | purified bovine MsrA, absorbance read-out | 0.75% of 360,000 active; in the data active = inhibition above about 4.5%;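 also: 0% = vehicle wells with enzyme and 100% = reference inhibitor wells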
Rpn11 inh: blocks the human proteasome subunit Rpn11. 0.59% of 360,000 active. calls only at 20 µM. O00487. human 26S proteasome, Ub4-pepOG fluorescence polarization; 20S core pre-blocked with epoxomicin. AID 588493;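 active = inhibition at 20 µM, scaled to each plate's controls, above about 33%, limit read from the data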
Target sequence (O00487 whole entry, looked up): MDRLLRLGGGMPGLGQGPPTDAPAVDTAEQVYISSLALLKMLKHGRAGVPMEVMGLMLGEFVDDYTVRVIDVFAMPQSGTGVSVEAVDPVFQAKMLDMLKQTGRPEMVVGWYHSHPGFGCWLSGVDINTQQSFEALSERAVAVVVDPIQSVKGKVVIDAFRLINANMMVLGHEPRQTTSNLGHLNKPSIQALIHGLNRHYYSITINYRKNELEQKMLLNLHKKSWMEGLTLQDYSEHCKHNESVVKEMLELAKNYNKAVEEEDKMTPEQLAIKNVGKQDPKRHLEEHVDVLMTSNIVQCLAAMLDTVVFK
Rin1 Abl inh: blocks binding of human Rin1 to Abl. P00519+Q13671. inhibition, % at 7.35 µM. 0.4% of 360,000 active. TR-FRET Rin1/Abl binding, biochemical; in the data active = inhibition above about 5%, passing the limit was not always enough
FAS TE block: FAS thioesterase (human) inhibition; recombinant FAS-TE, OMFH fluorogenic substrate, fluorescence endpoint; AID 602261; inhibition, % at 15 µM; 0.67% of 360,000 active;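 active = compounds whose normalised, plate-corrected inhibition of enzyme fluorescence in the single-dose primary screen is 50% or more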;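 also: 0% = DMSO with enzyme and 100% = substrate without enzyme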
MLLE-PAM2 inh: inhibitors of microRNA-mediated deadenylation, human PABP1 MLLE binding; inhibition, % at 20 µM; GST-MLLE / FITC-PAM2 fluorescence polarization; P11940; AID 588489; 0.36% of 360,000 active; in the data active = inhibition above about 35%, passing the limit was not always enough;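 also: plate controls were DMSO wells with GST-MLLE for no effect and wells lacking GST-MLLE protein for full effect; some results filed as inactive read as strong as hits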
An asterisk follows results filed as active; i = inactive; . = not tested or not shown. Hits appear at their usual frequency; overall some 3.7% were active at least once.

SMILES	bovine MsrA act	E coli Lon inh	MT1-MMP act inh	CSN deneddyl inh	MsrA inh	Rpn11 inh	Rin1 Abl inh	FAS TE block	MLLE-PAM2 inh
CCC1CCCCN1CCNC(=O)c1[nH]c(C)c(C(C)=O)c1C (configuration not stated)	-2	-3	-12	-1	2.0	i	1	-10	0
CCOC(=O)N(C)C[C@@H]1OCc2cnnn2CCCC(=O)N([C@H](C)CO)C[C@@H]1C	-1	0	2	1	0.1	i	0	-7	-3
Cc1ccc(Cl)c(NC(=O)CN2C(=O)C(C)N(c3ccc(F)cc3)C2=O)c1Cl (configuration not stated)	-3	7	-4	-2	0.5	i	7	7	-2
CCOc1ccc(S(=O)(=O)Nc2ccc(F)cc2)c(C)c1C	-2	1	-8	-2	0.6	i	2	16	10
OCC[C@@H]1C[C@H](O)[C@@H](O)[C@]2(CCCO2)O1	-5	2	0	-2	-0.5	i	2	-18	5
O=c1ccc2ccc(O[C@@H]3O[C@H](CO[C@@H]4OC[C@](O)(CO)[C@H]4O)[C@@H](O)[C@H](O)[C@H]3O)cc2o1	-4	13	-5	3	0.5	i	2	-6	-2
COc1ccc(NC(=O)CSc2nc(=O)n(CCN3CCOCC3)c3c2CCC3)c(OC)c1	-2	4	-4	0	0.1	i	-1	-6	17
COC(=O)c1ccc2c(=O)n(CCN3CCOCC3)c(=S)[nH]c2c1	-1	-10	3	-1	-0.2	i	-6	-8	-8
O=C(Oc1cccc2cccnc12)c1ccc2c(c1)OCCO2	0	-3	0	7	-0.1	i	-1	0	-5
O=C(NCc1cccnc1)C(=O)NCC(c1ccco1)N1CCN(c2ccccc2F)CC1 (configuration not stated)	-4	1	-1	-10	-0.5	i	-2	-6	7
Cc1onc(-c2c(F)cccc2Cl)c1C(=O)N1CCc2ccccc21	-2	7	2	5	.	i	-3	0	-15
CCOc1ccccc1C(=O)N/N=C/c1c[nH]c2ccccc12	-2	-3	5	2	3.6	i	-2	-3	-3
Brc1cccc(OCCN2CCc3ccccc3C2)c1	-3	2	1	-2	-0.5	i	0	31	5
CN(C)c1ccc(CN(CC2CCCO2)C(=O)c2cc3ccccc3o2)cc1 (configuration not stated)	-4	-3	-5	0	-1.0	i	3	8	-6
CCOC(=O)Nc1ccc(C)cc1Br	-1	-10	-2	7	1.1	i	2	-6	-8
CCNc1nc(NC(C)C)nc(OCCOC(=O)Nc2ccccc2)n1	1	5	-8	-2	-1.2	i	2	1	9
Cc1ccc(NC(=O)C(C)OC(=O)CCNS(=O)(=O)c2ccc(C)cc2)cc1 (configuration not stated)	-5	-5	6	-1	-0.6	i	1	12	-11
Cn1cnc([N+](=O)[O-])c1Sc1nc(N)nc2c1ncn2C1OC(CO)C(O)C1O (configuration not stated)	-3	1	13	2	3.5	i	-1	-2	1
N#CNC(=Nc1cccc(F)c1)SCc1ccccc1F	-9	-3	-5	5	0.5	i	3	5	-5
COc1cccc2c1OC1(C)CC2NC(=O)N1c1cccc(C(=O)N2CCN(c3ccccc3)CC2)c1 (configuration not stated)	-10	-5	4	1	-0.7	i	3	-11	2
Cc1ccc2c(C(=O)CN3CCN(C(=O)c4ccco4)CC3)c(C)[nH]c2c1	-5	-7	4	-1	-0.6	i	3	-5	-4
Cc1ccc(NC(=O)c2ccccc2NC(=O)c2cccs2)cc1	1	3	-3	-2	-0.5	i	-3	18	15
COC(=O)/C=C/S(=O)(=O)c1ccc(NC(C)=O)cc1	-21	4	-1	6	0.7	i	-4	-8	31
COc1cccc(S(=O)(=O)NCC(=O)N2CCCCCC2)c1	4	3	3	8	-0.1	i	-7	-3	6
NC(=O)COc1ccc(=O)n(-c2ccccc2)n1	0	-7	-6	-3	-1.2	i	-2	-5	4
CCOc1ccccc1NC(=O)CCCc1ccc(OC)c(C)c1	0	-12	2	-1	-0.3	i	0	18	3
C/C(Nc1ccc(F)cc1)=C(/C#N)C(N)=O	0	0	4	0	1.9	i	-2	-8	4
Cc1cc(C(=O)CCl)c(C)n1Cc1ccco1	-7	-5	-9	5	0.6	i	2	3	-2
CC1CCCCN1C(=O)COC(=O)c1cc([N+](=O)[O-])ccc1N1CCOCC1 (configuration not stated)	-4	-11	2	2	2.0	i	-2	54*	-18
C=CCn1c(=NC(=O)CN2C(=O)CCC2=O)sc2cc(S(N)(=O)=O)ccc21	-8	2	1	0	0.8	i	0	-9	12
C(=C\c1ccccc1)/C=N/n1cnnc1	-4	-9	5	1	1.4	i	-1	-6	8
C=CCn1c(C(c2ccccc2)c2ccccc2)n[nH]c1=S	-2	11	-2	-6	-0.8	i	-3	-8	-43
CC(C)[C@H](CO)Nc1nc(Nc2ccc(Cl)c(C(=O)O)c2)c2ncn(C(C)C)c2n1	-3	-4	-1	12	0.0	i	1	-6	3
O=C(Nc1cccc(F)c1)c1ccc(Cn2cc([N+](=O)[O-])cn2)o1	-4	-8	2	4	2.4	i	2	14	-4
CCOc1ccccc1NC(=O)CSc1nnc2ccc(-c3ccncc3)nn12	-7	3	-4	-5	0.5	i	3	-5	1
CCN(CC)C(=O)CN1C(=O)C(=O)c2ccccc21	-4	-4	-2	-2	0.2	i	-1	-1	-3
N#C/C(=C(/O)c1ccc(F)cc1)c1nc2ccccc2s1	0	-2	-8	7	2.4	i	0	-4	-9
Cc1ccc(Cc2c(-c3ccc(F)cc3)nc3ccc(Br)cn23)cc1	-6	-25	0	7	-0.4	i	-14	18	-17
CC1(C)NC(=O)N(CC(=O)OCC(=O)Nc2cccc(S(N)(=O)=O)c2)C1=O	-3	-1	-3	2	0.3	i	3	-9	-14
CCn1cc(C2=NC(CCSC)CO2)c2ccccc21 (configuration not stated)	-3	8	2	-3	0.4	i	-1	5	-1
Cc1c(N=Cc2ccccn2)c(=O)n(-c2ccccc2)n1C	2	0	-1	-3	-0.1	i	0	-8	-7
CC1CN(C(=S)Nc2ccc(Br)cc2)CC(C)O1 (configuration not stated)	2	-4	6	6	1.4	i	3	0	-52
COc1cc(OC)c(OC)cc1CN1CCCC(C(=O)c2sccc2C)C1 (configuration not stated)	-5	-12	-5	-5	0.7	i	0	-8	12
O=[N+]([O-])c1cc(-c2ccc(/C=N/n3cnnc3)o2)ccc1Cl	-2	5	3	1	-0.1	i	-3	21	-2
Nc1nncn1C(=O)c1ccc(Cl)cc1Cl	-4	3	0	9	0.0	i	1	-6	-2
CC1=C(C(N)=O)C(c2ccc(Br)cc2)n2ncnc2N1 (configuration not stated)	-3	-18	0	-4	-0.4	i	4	-7	-6
COc1ccc(C(CC(=O)Nc2ccccc2OC)n2cccc2)cc1 (configuration not stated)	-7	4	-5	0	-0.9	i	-3	8	-11
COc1cccc2sc(N(CCCN(C)C)C(=O)C(c3ccccc3)c3ccccc3)nc12	-3	1	-7	3	-0.5	i	1	4	-70
O=C(NCC1CCCN1S(=O)(=O)c1cccs1)c1c(F)cccc1F (configuration not stated)	-5	-5	-1	2	0.3	i	3	0	-13
O=C(Nc1nnc(Cc2ccc(Cl)cc2)s1)c1ccncc1	-3	-4	-3	-4	-0.4	i	2	-5	2
O=C(CCNC(=O)C1CCN(S(=O)(=O)c2ccccc2)CC1)NCc1ccccn1	-2	-10	1	4	0.3	i	4	-6	3
COc1ccc(-c2nnc(SCC(=O)Nc3ccc4c(c3)OCCO4)n2N)cc1OC	-1	-3	2	-1	1.0	i	3	-14	-2
COc1ccc(CCNC(=O)CN2CCN(Cc3ccc(F)cc3)C2=O)cc1OC	0	-1	4	0	0.3	i	1	-3	-11
Cc1c(S(=O)(=O)N2CCN(c3ccccc3)CC2)c(=O)n(C)c(=O)n1C	-8	-13	8	-3	-0.1	i	-5	-7	-3
COC(=O)c1cc2ccc(OC)cc2c2cc(OC)c(OC)cc12	-2	6	1	-1	-1.3	i	-4	15	6
CCOC(=O)[C@@H]1[C@H]2COc3cc(OC)ccc3[C@@H]2N2C(=O)N(c3cccc(C)c3)C(=O)[C@@]12C	-1	1	-3	0	-0.7	i	3	-1	0
CCOC(=O)C1CCCN(C(=S)Nc2ccc(OC)cc2)C1 (configuration not stated)	-1	0	3	0	1.3	i	4	1	-61
COc1ccc(CNS(=O)(=O)c2c(C)[nH]c(C)c2C(=O)N2CCCCC2)cc1	-2	-5	0	0	0.1	i	8	-4	-9
CCn1c(N)c(C(=O)NCC2CCCO2)sc1=S (configuration not stated)	-3	-1	1	-1	2.6	i	-2	-9	24
CC(Sc1nnc(CNC(=O)c2ccccc2F)n1C)C(=O)Nc1nccs1 (configuration not stated)	0	-5	-2	-3	-0.6	i	3	-2	3

Fetched by compound from the entries so far, 6 records:
SMILES	bovine MsrA act	E coli Lon inh	MT1-MMP act inh	CSN deneddyl inh	MsrA inh	Rpn11 inh	Rin1 Abl inh	FAS TE block	MLLE-PAM2 inh
Cc1c(S(=O)(=O)N2CCN(c3ccccc3)CC2)c(=O)n(C)c(=O)n1C	-8	-13	8	-3	-0.1	i	-5	-7	-3
O=C(NCC1CCCN1S(=O)(=O)c1cccs1)c1c(F)cccc1F (configuration not stated)	-5	-5	-1	2	0.3	i	3	0	-13
CCn1c(N)c(C(=O)NCC2CCCO2)sc1=S (configuration not stated)	-3	-1	1	-1	2.6	i	-2	-9	24
COc1ccc(CCNC(=O)CN2CCN(Cc3ccc(F)cc3)C2=O)cc1OC	0	-1	4	0	0.3	i	1	-3	-11
O=C(Nc1nnc(Cc2ccc(Cl)cc2)s1)c1ccncc1	-3	-4	-3	-4	-0.4	i	2	-5	2
CCOC(=O)[C@@H]1[C@H]2COc3cc(OC)ccc3[C@@H]2N2C(=O)N(c3cccc(C)c3)C(=O)[C@@]12C	-1	1	-3	0	-0.7	i	3	-1	0

(list continues)
SMILES	bovine MsrA act	E coli Lon inh	MT1-MMP act inh	CSN deneddyl inh	MsrA inh	Rpn11 inh	Rin1 Abl inh	FAS TE block	MLLE-PAM2 inh
O=C(NCc1ccccc1Cl)C1CCC(CNc2c(N3CCOCC3)c(=O)c2=O)CC1 (configuration not stated)	-8	9	1	2	.	i	0	-5	2
CC1(C)CC2CC(C)(CN2S(=O)(=O)c2cccc(C(N)=O)c2)C1 (configuration not stated)	-2	-5	1	0	-0.1	i	2	0	3
COc1ccc(S(=O)(=O)N2CCC3CC2c2c(-c4ccc(C(F)(F)F)cc4)cccc23)cc1 (configuration not stated)	0	4	-2	-4	-1.4	i	1	19	5
Cc1ccccc1-c1nc(CN2CCC(C(=O)NCc3cccnc3)CC2)c(C)o1	-1	-9	16	-5	0.7	i	0	-8	-2
COc1cc(C2/C(=C(/O)c3ccccc3)C(=O)C(=O)N2c2ccccn2)ccc1O (configuration not stated)	0	-6	3	1	3.8	i	1	-3	7
Nc1ccccc1NC(=O)NC(=O)c1ccccc1	-3	-8	2	1	-0.9	i	0	-4	6
COc1ccc(-c2coc3c(C(=O)Nc4cccc(C(C)=O)c4)cccc23)c(C)c1	-11	-14	0	-1	0.9	i	2	22	20
O=C(N1CCCC1)N1CCN(S(=O)(=O)c2ccccc2)CC1	-2	2	2	-5	1.0	i	1	-2	2
O=C(COc1ccc(F)cc1)N1c2ccccc2CCc2ccccc21	-4	-3	-4	-1	0.5	i	-2	16	-1
Nc1nc(N)nc(-c2ccccc2)n1	-10	0	3	3	1.0	i	0	-9	4
O=C(Nc1cccc(S(=O)(=O)N2CCCCC2)c1)C1CC(=O)N(Cc2ccccc2)C1 (configuration not stated)	-2	-20	3	-5	0.1	i	2	2	-1
